HP1b chromo inh: blocks HP1-beta chromodomain binding to methylated histone tails. P83916. AlphaScreen HP1-beta / biotin-H3K9me3 peptide binding. Potency, µM (series often up to 114 µM), for inactives: at the top dose activity change, negative = inhibition, usual class: inhibitors. 390,000 tested, 0.56% active; further: potency means the concentration at half of the fitted maximal effect; nearly all actives have a fitted effect of over 70% in size; inactives centre near 23
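HP1-beta protein (50 nM final) preincubated 30 min at room temperature with biotinylated H3(1-18)K9me3 peptide (50 nM) in PBS pH 7.4, 0.01% Tween-20, then compound added for 30 min. AlphaScreen streptavidin donor/nickel chelate acceptor beads (10 ug/mL final), 30 min dark, luminescence read.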
G9a block: inhibitors of human histone lysine methyltransferase G9a; 350,000 tested, 8.8% active; Potency, µM (doses to about 102 µM), for inactives: top-dose activity, negative = inhibition, usual class: inhibitors; G9a H3K9 monomethylation, AlphaScreen, 2 h; Q96KQ7; further: potency means the concentration at half of the fitted maximal effect; on the % scale 0 is the no-effect control and ±100 the full control effect; nearly all actives have a fitted effect of over 75% in size
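AlphaScreen read-out: biotin-H3K9 peptide (500 nM) methylation by 20 nM enzyme with 20 uM SAM, 2 h at room temperature after 15 min compound preincubation; anti-monomethyl H3K9 antibody plus donor/acceptor beads, 10 min dark.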
POLH inh: inhibitors of human DNA polymerase eta; Q9Y253; recombinant Pol eta, fluorescent DNA replication assay; Potency, µM (doses to about 114 µM), for inactives: top-dose activity change, negative = inhibition, actives largely listed as inhibitors; 390,000 tested, 1.2% active; AID 588591; further: potency means the concentration at half of the fitted maximal effect; on the % scale 0 is the no-effect control and ±100 the full control effect
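Fluorescent replication assay: 50 nM final substrate added after a 15 min room-temperature compound preincubation with 10 nM enzyme. Signal taken at 0 min and again at 10 min.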
BAZ2B inh: blocks human BAZ2B. Q9UIF8. AlphaScreen BAZ2B-H3K14Ac peptide displacement. Potency, µM (titrated, usually from 114 µM), for the others: at the highest dose activity change, negative = inhibition, hits mostly inhibitors. 360,000 tested, 4.4% active. AID 504333; further: potency means the concentration at half of the fitted maximal effect; on the % scale 0 is the no-effect control and ±100 the full control effect; nearly all actives have a fitted effect of over 60% in size
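Multi-concentration screen (max 110 uM) measuring displacement of acetylated histone H3 peptide from BAZ2B by AlphaScreen, using 50 nM protein, 50 nM peptide and 10 ug/mL streptavidin donor plus Ni-chelate acceptor beads.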
PI4K2A block: PI4K2A (human) kinase inhibition. Q9BTU6. purified PI4K2A, ADP-Glo luminescence, 1 h; stronger effect = lower value. activity change, negative = inhibition, % at 76.9 µM. 420,000 tested, 0.13% active. AID 1346378; in the data active means activity change below about -50%; inconclusive means mostly about -30% to -49%;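 further: -100% = wells without enzyme as full effect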
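In this quantitative HTS, ADP production by PI4K2A was quantified luminescently after 1 h at ambient temperature; 100 microM adenosine served as plate-quality control.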
JMJD2A Tudor: inhibitors of human JMJD2A Tudor domain; O75164; AlphaScreen JMJD2A-Tudor / H3K4me3 peptide binding; Potency, µM (highest dose often 114 µM), for inactives: at the highest dose activity change, negative = inhibition, most hits filed as inhibitors; 390,000 tested, 4.4% active; further: potency means the concentration at half of the fitted maximal effect; on the % scale 0 is the no-effect control and ±100 the full control effect; nearly all actives have a fitted effect of over 50% in size
Target sequence (O75164 whole entry, looked up, the tested form may be a part): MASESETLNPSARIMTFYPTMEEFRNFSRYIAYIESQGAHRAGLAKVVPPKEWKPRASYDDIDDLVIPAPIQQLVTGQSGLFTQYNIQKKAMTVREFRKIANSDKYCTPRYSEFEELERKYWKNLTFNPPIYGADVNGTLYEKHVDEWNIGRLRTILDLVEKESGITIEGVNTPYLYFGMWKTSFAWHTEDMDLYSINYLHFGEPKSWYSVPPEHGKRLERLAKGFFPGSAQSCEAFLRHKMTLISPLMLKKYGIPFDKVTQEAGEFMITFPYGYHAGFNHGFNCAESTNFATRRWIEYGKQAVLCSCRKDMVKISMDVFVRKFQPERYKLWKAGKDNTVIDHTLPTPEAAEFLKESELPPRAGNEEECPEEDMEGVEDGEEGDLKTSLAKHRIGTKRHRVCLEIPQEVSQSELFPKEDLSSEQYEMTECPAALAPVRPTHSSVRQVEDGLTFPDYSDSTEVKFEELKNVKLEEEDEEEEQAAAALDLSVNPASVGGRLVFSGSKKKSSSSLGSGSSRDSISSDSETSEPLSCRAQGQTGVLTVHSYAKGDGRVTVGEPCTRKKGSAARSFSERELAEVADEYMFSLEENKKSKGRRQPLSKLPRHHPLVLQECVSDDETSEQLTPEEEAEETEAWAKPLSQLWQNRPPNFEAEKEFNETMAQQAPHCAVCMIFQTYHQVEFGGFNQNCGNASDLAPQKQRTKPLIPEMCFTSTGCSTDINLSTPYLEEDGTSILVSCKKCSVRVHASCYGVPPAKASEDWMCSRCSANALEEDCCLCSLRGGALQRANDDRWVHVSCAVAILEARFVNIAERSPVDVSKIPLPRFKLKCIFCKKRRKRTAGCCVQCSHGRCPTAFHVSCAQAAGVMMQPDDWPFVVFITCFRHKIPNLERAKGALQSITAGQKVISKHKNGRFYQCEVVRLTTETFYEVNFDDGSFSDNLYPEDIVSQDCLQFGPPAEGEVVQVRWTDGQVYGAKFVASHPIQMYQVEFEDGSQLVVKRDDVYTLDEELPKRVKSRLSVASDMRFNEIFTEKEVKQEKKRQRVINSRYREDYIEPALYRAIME
Pin1 inhibitor: inhibitors of human Pin1 | Q13526 | Pin1 FP peptide displacement, HiFluor488, 10 min | Potency, µM (doses to about 115 µM), inactives show top-dose activity, negative = inhibition, usual class: inhibitors | 390,000 tested, 0.009% active; active means well fitted inhibition curve with a large enough effect in the polarisation, with a control signal flat, not every such curve was filed as active; inconclusive means small, poorly fitted or top-dose-only effect, or effect the other way, or a change in a side signal; inactive means no such curve, though single readings can be large or run the other way; the % refers to the polarisation; further: potency means the concentration at half of the fitted maximal effect; on the % scale 0 is the no-effect control and ±100 the full control effect
Tb PGK inh: blocks T. brucei phosphoglycerate kinase; Potency, µM (titrated, usually from 57.5 µM), inactives show at the highest dose activity change, negative = inhibition, most hits filed as inhibitors; 380,000 tested, 0.043% active; AID 602233; PGK/GAPDH coupled, Kinase-Glo luminescence, 60 min; further: potency means the concentration at half of the fitted maximal effect; on the % scale 0 is the no-effect control and ±100 the full control effect; nearly all actives have a fitted effect of over 60% in size
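Recombinant glycosomal PGK reaction used 1,3-bisphosphoglycerate generated in-well by GAPDH (100nM final) in 100mM TEA pH 7.6, 5mM MgCl2, 0.01% Tween-20. After 60 minutes at room temperature, ATP was read by Kinase-Glo Plus luminescence end-point.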
GLS inhibitor: inhibitors of human glutaminase (GLS); O94925; GLS enzymatic activity, qHTS titration; Potency, µM (highest dose often 45.5 µM), inactives show at the highest dose activity change, negative = inhibition, hits mostly inhibitors; 410,000 tested, 0.21% active; further: potency means the concentration at half of the fitted maximal effect; on the % scale 0 is the no-effect control and ±100 the full control effect
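Glutamate formation by hKGA was monitored fluorometrically using coupled glutamate oxidase, HRP and Amplex Red. Substrate was added as 1 mM L-glutamine solution; incubation was 30 min at RT after an initial read.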
* marks the source's active call; other numbers are inactive results; i = inactive; ? = inconclusive; . = not tested or not shown; & = joins results of further samples; [ ] = another dose, or the depositor's remark. Unless noted, the call rests on the fitted dose curve; in most records, active means well fitted curve in the direction sought with a large enough effect; inconclusive means small, poorly fitted or top-dose-only effect, or another doubt; inactive means no such curve, though single readings can be large; an effect the other way counts as inactive or inconclusive.

Each structure is followed by: HP1b chromo inh | G9a block | POLH inh | BAZ2B inh | PI4K2A block | JMJD2A Tudor | Pin1 inhibitor | Tb PGK inh | GLS inhibitor
CCCOc1ccc(C(CC(=O)O)NC(=O)C23CC4CC(CC(C4)C2)C3)cc1 (centres undefined)
  12% | ? | 2% | ? | -3 | -16% | -4% | i | 1%
CN(CC(=O)Nc1ccccc1Cl)C(=O)COC(=O)c1cc(S(=O)(=O)N(C)C)ccc1N1CCCC1
  8% | -33% | -14% | -13% | 3 | -18% | 3% | -9% | -1%
COC(=O)CNC(=O)CN1c2cccc3cccc(c23)S1(=O)=O
  9% | -3%[59 µM] | -2% | 0% | 2 | -6% | 0% | -6% | 0%
CCN(CC(=O)Nc1ccccc1C(=O)NC1CC1)Cc1cccs1
  16% | -4% | -7% | -1% | 0 | -13% | -6% | -8% | -9%
O=C(CCN1CCN(c2ccccc2)CC1)NNC(=O)c1ccccc1
  . | . | 7% | . | 2 | . | . | -11% | 12%
O=C(N/N=C/c1ccc(O)c(Br)c1)c1cc2c(ccc3ccccc32)o1
  37% | -2%[0.501 µM] | 6% | -6% | -1 | -11% | 14% | 8% | -5%
O=C1/C(=C/N(C(=O)c2ccco2)c2ccc(Br)cc2)Sc2ccccc21
  ? | 45µM* | -11% | ? | -24 | 56µM* | 23% | -21% | -5%
O=C(O)c1cc(O)ccc1NC(=O)C(c1ccccc1)c1ccccc1
  26% | -7% | -1% | -4% | -5 | 5% | -7% | -1% | -4%
CCn1c(SCc2nc3ccccc3[nH]2)nnc1-c1ccncc1
  16% | 3%[59 µM] | 3% | 4% | 1 | -20% | 34%[activator] | -4% | 1%
C[C@H]1CN([C@@H](C)CO)C(=O)c2cc(Br)cnc2O[C@@H]1CN(C)S(=O)(=O)c1ccccc1
  . | . | -13% | . | -2 | . | . | 3% | -1%
Cn1c(SCC(=O)N2CCN(c3ccccc3)CC2)nnc1-c1ccco1
  34% | 28% | -4% | -26% | 4 | -15% | 1% | -5% | 2%
CCOc1ccc(OCc2ccc(C(=O)N3CCCC3)o2)cc1
  48%[activator] | ? | -8% | 2% | 3 | -5% | 3% | . | -2%
CC(=O)c1ccc(OC(C)C)c(CSc2nc(O)cc(=O)[nH]2)c1
  10% | -6%[59 µM] | -11% | . | -1 | -15% | 5% | -8% | 6%
OCC1(Cc2ccccc2)CCCN(Cc2ccn[nH]2)C1 (centres undefined)
  40%[activator] | -4% | -18% | -17% | -1 | 6% | -2% | 0% | -2%
CN(C)/C=N/c1sc2c(c1C#N)CC(C)(C)NC2(C)C
  16% | -11%[59 µM] | 1% | -2% | -2 | -12% | 7% | i | 4%
COC(=O)c1ccccc1NC(=O)NCc1ccc2c(c1)OCO2
  16% | 3%[59 µM] | 2% | -17% | 2 | 16% | 3% | 7% | 11%
CCOC(=O)c1cc2sc(C)cc2n1C(C)C(=O)OCC (centres undefined)
  82% | 33%[12.7 µM] | -24% | 38% | 3 | 14% | ? | 0% | 0%
Cc1nc2c(=O)n(-c3ccc(F)c(Cl)c3)nc(C)c2s1
  38% | . | -19% | -3% | -3 | 0% | 0% | 7% | -12%
O=C(NCc1ccccc1F)c1cccc(S(=O)(=O)N2CCCCCC2)c1
  32% | -3%[59 µM] | -9% | 10% | -6 | -7% | 1% | -2% | -3%
O=C(NCc1ccc(F)cc1)c1cc2ccccn2n1
  40%[activator] | -27% | -7% | -7% | -3 | -7% | 4% | 10% | 0%
COc1ccc(C(=O)c2ccc(Cl)c([N+](=O)[O-])c2)cc1
  -18% | ? | -7% | ? | 4 | ? | 0% | -4% | 5%
Cc1ccc(NC(=O)C2CCC(CNS(=O)(=O)c3cccc4nsnc34)CC2)c(C)c1 (centres undefined)
  29% | 2%[59 µM] | -15% | -12% | -4 | -2% | -5% | -1% | 0%
COc1ccc2c(CCNC(=O)Nc3ccccc3)c[nH]c2c1
  -4% | ? | -7% | -35% | 2 | -31% | 2% | -2% | 0%
COCCCN1C(=O)C(CC(=O)NCc2ccco2)CC(C(=O)N2CCOCC2)=C1C (centres undefined)
  . | . | -13% | . | -11 | . | . | -4% | 1%
CCOc1cc(/C=N/NC(=O)C2CCCC2)ccc1OC(C)C
  33% | 5% | -3% | -13% | 1 | -6% | -3% | -9% | 0%
Cc1ccc(NC(=O)CCC(=O)N/N=C/c2ccccc2O)cc1
  53%[activator] | 27% | -8% | 0% | -4 | 1% | -1% | -8% | 9%
COc1ccc(-c2oc3cccnc3c2/C=C/c2ccc(OC)c(OC)c2)cc1
  113%[activator] | 72%[activator] | -12% | 11% | -3 | 70%[activator] | 20% | -3% | 4%
Cc1nn(-c2ccccc2)c(N)c1N=O
  27% | 11% | -2% | -15% | -5 | -14% | 5% | i | 0%
O=C1/C(=C/c2ccccc2)CN(C(=O)CCN2CCOCC2)C/C1=C\c1ccccc1
  2% | . | ? | . | -24 | -29% | 14% | -9% | 4%
O=C(CCCc1ccccc1)NCc1ccccc1Cl
  41%[activator] | 7%[0.501 µM] | -4% | 10% | -1 | 7% | -2% | 0% | 9%
O=C(NCCO)NC(=S)c1ccccc1
  35%[activator] | -41%[59 µM] | -10% | ? | 2 | -9% | -1% | -3% | 2%
CCOc1cc(N2CCOCC2)c(OCC)cc1NC(=O)c1ccc(-n2ccnc2)c([N+](=O)[O-])c1
  6% | ? | -6% | -39% | -2 | -34% | 3% | 0% | 5%
CC(C)(Cc1ccc(O)cc1)NC(=O)SCc1ccccc1
  39% | . | -12% | 12% | -5 | -10% | 0% | 0% | -5%
CCC1c2ccc(C)n2CCN1C(=O)Nc1ccccc1C(=O)OC (centres undefined)
  8% | 50µM* | -1% | -28% | -10 | -32% | ? | 1% | -4%
CCC(C(=O)NCCCN1CCCC1=O)n1c2ccccc2c2nc(=O)cc(C)n21 (centres undefined)
  38% | . | -10% | -5% | 7 | -6% | 2% | -4% | 5%
Cc1ccc(S(=O)(=O)c2cc3c(=O)n4cccc(C)c4nc3n(Cc3ccncc3)c2=N)cc1
  51%[activator] | 16% | -7% | -5% | -9 | -6% | -2% | -5% | 6%
CN(C(=O)c1ccno1)c1nnc(-c2ccccn2)s1
  49%[activator] | ? | 4% | 50µM* | -7 | ? | 17% | -2% | -3%
O=C(Cn1c(=O)n(-c2ccccc2)c(=O)c2sc3ccccc3c21)N1CCCC1
  39%[activator] | -13%[59 µM] | -15% | -18% | -16 | -11% | -9% | i | 3%
Cc1nnc(SCC(=O)N2CCOCC2)[nH]c1=O
  43%[activator] | ? | -13% | -33% | 0 | 3% | -12% | -1% | -3%
O=C(CSc1nc2ccccc2s1)Nc1cc(C(=O)O)cc(C(=O)O)c1
  37%[activator] | 25µM* | ? | 5% | -22 | -20% | 0% | -11% | -3%
O=C(Nc1ccc(N2CCOCC2)cc1)c1cc(-c2ccncc2)nc2ccccc12
  20% | . | -9% | -10% | -4 | -32% | 0% | i | 7%
Cc1csc2nc(CNC(=O)c3ccco3)cn12
  21% | ? | -1% | 3% | 6 | -17% | -8% | -3% | 4%
CC(=O)Nc1ccc(S(=O)(=O)Nc2ccc(N3CCCCC3)cc2)cc1
  20µM* | . | -17% | . | -6 | 20µM* | 10% | -9% | 65%[activator]
CCc1ccc(NC(=O)CSc2nnc(-c3nonc3NC(C)=O)n2-c2ccccc2)cc1
  25% | -27%[59 µM] | -19% | -7% | -2 | -22% | 9% | i | 5%
COc1cccc(-n2c(=S)sc3c(=O)n(-c4ccccc4OC)c(=S)[nH]c32)c1
  -6% | ? | -6% | ? | -6 | ? | 10% | 4% | 6%
COc1cccc(NC(=O)c2oc3ccccc3c2NC(=O)COc2ccccc2C)c1
  31% | -48%[59 µM] | -4% | -2% | 3 | -15% | 0% | -7% | -6%
CCc1ccc(C2c3[nH]c4ccccc4c3CCN2C(=O)c2ccc(=O)n(C)n2)cc1 (centres undefined)
  -13% | ? | -17% | ? | -2 | ? | 1% | -8% | -2%
Cc1ccc(S(=O)(=O)Nc2nc3ccccc3nc2N2CCOCC2)cc1
  9%[57 µM] | . | -11% | . | -1 | 1% | 6% | -9% | 2%
CCOC(=O)c1sc(NC(=O)c2ccc(=O)[nH]c2)nc1C
  29% | -4% | ? | -1% | 3 | -14% | -9% | -3% | 10%
Cc1ccc([C@@H]2CC=C(C(=O)O)[C@H](c3ccc(F)cc3)N2S(=O)(=O)c2ccc(C)cc2)cc1
  30% | -20%[2.33 µM] | -7% | 5% | 0 | -18% | 2% | -13% | 46%[activator]

The list continues:
Each structure is followed by: HP1b chromo inh | G9a block | POLH inh | BAZ2B inh | PI4K2A block | JMJD2A Tudor | Pin1 inhibitor | Tb PGK inh | GLS inhibitor
COc1ccc(C(=O)NCc2ccc(Cl)c(Cl)c2)cc1OC
  33% | 10%[59 µM] | -13% | 4% | -1 | 1% | 2% | 0% | 0%
O=C(Nc1ccccc1)N1CCN(c2ccc(C(F)(F)F)cn2)CC1
  9% | 11% | -3% | -2% | 5 | -10% | 0% | 5% | 12%
Cc1ccc(Cl)c(OCCN2CCCC(C)C2)c1 (centres undefined)
  ? | 13µM* | -1% | ? | 6 | 18µM* | 2% | i | 9%
CC1=CC(C)(C)n2c(O)c(N=NC(N)=S)c3c(C)ccc1c32
  5% | -2% | -17% | -8% | -1 | -26% | -5% | 1% | -2%
COC(=O)c1ccccc1-n1c(CCC(=O)O)ccc1-c1ccccc1
  33%&41% | -3% | -1%&2% | -25%&-28% | -4&-2 | -20%&-9% | -3%&-2% | -8% | 7%&-1%
O=S(=O)(c1ccc(Br)cc1)n1c(Cc2ccccc2)nc2ccccc21
  47%[activator] | -3%[59 µM] | -19% | 5% | -4 | -6% | -5% | -2% | -6%

Screening data (PubChem)

An excerpt; the hit share may differ from the screen's.
